MC4R antag cAMP – blocks human MC4R cAMP signaling; AID 540295; inhibition, % at 6.5 µM; 360,000 compounds, 0.48% hits; P32245; MC4R-expressing cells, MTII-stimulated cAMP, LANCE TR-FRET;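 active means inhibition above its plate's cutoff, the mean of tested wells on that plate plus 3 SD, cut at about 29% in these data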;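 further: 0% = Melanotan II alone and 100% = Melanotan II plus saturating MCL0020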
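Material: human MC4R-expressing U2OS cells. Probe or stimulus: Melanotan II challenge. Dosing: 6.5 µM single dose. Times: 30-min compound, 1-h challenge, 1-h detection, room temperature. Technique: TR-FRET with Eu-cAMP and labeled anti-cAMP, 671 nm. Replication: singlicate.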
H9c2 protect – modulators protecting cardiomyocytes from myocardial damage; H9c2 cardiomyocytes, H2O2 injury protection, ATPLite, 2 h; protection from H2O2 cell death, % at 20 µM; 360,000 compounds, 0.63% hits; AID 588492;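 active means compounds giving at least 50% protection of heart cells from peroxide-induced death in the single-dose screen, raw or plate-pattern-corrected value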;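 further: 0% = DMSO wells with peroxide and 100% = DMSO wells without peroxide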
MC4R ag barr – activates human MC4R beta-arrestin recruitment | U2OS MC4R beta-arrestin complementation, luminescence; percent of melanotan II response, DMSO zero | AID 540308 | 360,000 compounds, 0.98% hits | activation, % at 8.9 µM;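 active means activation above a per-plate cutoff, the mean activation of sample wells on that plate plus 3 SD, cut at about 8% in these data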
ABCB6 inh 2 – blocks the human ABCB6 transporter; Q9NP58; K562-ABCB6 porphyrin accumulation, flow cytometry, 1 h; hits give low values; fluorescence ratio to DMSO, % at 10 µM; 360,000 compounds, 0.19% hits;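 active means fluorescence ratio to DMSO below 75%, the collection mean minus 3 SD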;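 further: signal is porphyrin accumulated inside mitochondria; 100% equals median channel fluorescence of DMSO control wells; lower ratio means ABCB6 inhibition with less porphyrin fluorescence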
Target sequence (Q9NP58 whole entry, looked up): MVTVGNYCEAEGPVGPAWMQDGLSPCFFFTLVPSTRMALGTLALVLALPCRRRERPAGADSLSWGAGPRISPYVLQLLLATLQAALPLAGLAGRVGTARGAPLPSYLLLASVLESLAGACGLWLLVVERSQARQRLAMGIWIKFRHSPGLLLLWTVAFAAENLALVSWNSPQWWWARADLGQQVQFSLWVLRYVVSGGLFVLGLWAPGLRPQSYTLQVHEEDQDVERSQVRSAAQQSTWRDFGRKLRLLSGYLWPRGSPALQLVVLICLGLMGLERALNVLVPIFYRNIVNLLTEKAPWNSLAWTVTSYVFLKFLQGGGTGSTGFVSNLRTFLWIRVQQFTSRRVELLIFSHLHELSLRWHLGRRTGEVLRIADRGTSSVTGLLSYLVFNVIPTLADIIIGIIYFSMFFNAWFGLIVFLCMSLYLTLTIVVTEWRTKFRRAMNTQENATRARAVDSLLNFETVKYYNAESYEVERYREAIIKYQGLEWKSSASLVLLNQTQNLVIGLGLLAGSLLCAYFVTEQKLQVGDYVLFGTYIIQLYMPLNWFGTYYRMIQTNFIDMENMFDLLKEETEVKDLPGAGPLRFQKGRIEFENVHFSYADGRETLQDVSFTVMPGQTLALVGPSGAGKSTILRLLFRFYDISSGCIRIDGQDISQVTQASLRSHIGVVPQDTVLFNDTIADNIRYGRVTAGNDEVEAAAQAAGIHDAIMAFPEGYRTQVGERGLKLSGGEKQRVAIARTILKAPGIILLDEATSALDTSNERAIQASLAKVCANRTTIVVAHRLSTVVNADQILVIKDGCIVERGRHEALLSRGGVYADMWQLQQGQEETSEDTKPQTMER
NOD2-RIPK2 inh – inhibitors of human NOD2-RIPK2 interaction | O43353 | CHO BLA complementation NOD2-RIPK2, CCF4 ratio | inhibition, % at 4.98 µM | 360,000 compounds, 0.38% hits; in the data active means inhibition above about 21%;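 further: 0% = vehicle only and 100% = reference blocker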
SRC2 inh – human SRC2 (NCOA2) inhibition; Q15596; HEK293 GAL4-SRC2 luciferase reporter, luminescence; inhibition, % at 9 µM; 370,000 compounds, 0.17% hits; AID 651957;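 active means inhibition above the mean inhibition of all tested compounds plus 3 SD, set per campaign, cut at about 52% in these data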;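 further: 0% = DMSO treated cells and 100% = cells given Gossypol at 36 µM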
TLR9-MyD88 inh – TLR9-MyD88 interaction inhibition; CHO BLA complementation TLR9-MyD88, CCF4 FRET ratio; 340,000 compounds, 0.21% hits; inhibition, % at 4.98 µM; Q9NR96+Q99836;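 active means inhibition above the mean over all tested compounds plus 3 SD, cut at about 21% in these data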;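 further: 0% = DMSO only wells and 100% = clavulanate BLA inhibitor control wells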
ABHD5-PLIN5 inh – inhibitors of human ABHD5-perilipin-5 interaction; inhibition, % at 4 µM; 360,000 compounds, 0.78% hits; Q00G26+Q8WTS1; Split G. princeps luciferase complementation, luminescence, 4 h;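 active means inhibition above the mean inhibition across every tested compound plus 3 SD, cut at about 22% in these data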;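 further: 0% = DMSO only wells and the 100% control is not disclosed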
N-glyco inh – N-linked glycosylation inhibition. D54 ERlucT glycosylation luciferase reporter, 24 h; percent of 100 nM tunicamycin response. reporter increase, % at 12.5 µM. 360,000 compounds, 0.23% hits;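 active means mean luciferase reporter signal, scaled so untreated is 0 and the glycosylation-blocking control 100, at or above a set limit in every replicate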;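 further: luciferase carries N-glycosylation sites so blocking glycosylation raises the light; 0% = median of neutral control wells and 100% = median of 100 nM tunicamycin wells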
HTR2A ag – mouse HTR2A agonism via beta-arrestin recruitment | P35363 | CHO-K1 mHTR2A beta-arrestin complementation, luminescence; percent of 30 µM serotonin response | activation, % at 7.6 µM | 360,000 compounds, 0.66% hits;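 active means activation above a run cutoff, the mean activation of all tested compounds plus 3 SD, cut at about 14% in these data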;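 further: 0% = plate median of compound wells and 100% = 30 µM serotonin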
The depositor's hits bear a star; · = no result given.

[1] Cc1cccn(Cc2c(F)cccc2Cl)c1=O
[2] O=C(NC1CC1)c1ccc2c(c1)C1C3CCC(C3)C1C(c1ccccc1)N2 (configuration not stated)
[3] CCOc1ccc(/C(CCC(=O)O)=N/NC(=S)NCCc2ccccc2)cc1
[4] O=C(CSc1n[nH]c(=O)[nH]c1=O)Nc1ccc(C(=O)O)cc1
[5] CN(C(=O)CCN1C(=O)C2C3C=CC(C3)C2C1=O)c1ccccc1 (configuration not stated)
[6] O=C(c1ccco1)N1CCCC(c2nc3c(nnn3Cc3ccc(F)cc3)c(=O)[nH]2)C1 (configuration not stated)

assay / entry	1	2	3	4	5	6
MC4R antag cAMP	10	7	4	3	4	3
H9c2 protect	2	13	-4	-2	6	3
MC4R ag barr	-1.3	-1.9	-0.2	1.2	-0.7	-2.7
ABCB6 inh 2	91	103	99	99	98	93
NOD2-RIPK2 inh	-10	-3	-7	-5	3	3
SRC2 inh	-12	11	15	-2	21	-34
TLR9-MyD88 inh	-10	-2	8	-2	9	2
ABHD5-PLIN5 inh	8	-3	3	0	0	-3
N-glyco inh	1	-6	4	0	1	-1
HTR2A ag	0	-5	0	8	-1	-2

[7] CC(OC(=O)CN1C(=O)c2ccccc2C1=O)C(=O)NC1CCCCC1 (configuration not stated)
[8] O=C(NCc1ccc(Cl)cc1Cl)c1ccc2nc[nH]c2c1
[9] COCCNc1ccc([N+](=O)[O-])cc1C(=O)Nc1cccc(C)n1
[10] CCN(CC)c1nc2c3c(nc4c(c3c1C#N)CC(=O)N4c1ccc(Cl)cc1)NC(C)=N2
[11] COc1ccc(C)cc1Nc1nc(-c2ccccc2O)nc2ccccc12
[12] CN(C)/C=C1\C(=O)Oc2ccccc2C1=O

assay / entry	7	8	9	10	11	12
MC4R antag cAMP	-3	5	26	23	3	7
H9c2 protect	4	4	3	20	-4	-2
MC4R ag barr	-0.6	1.4	2.2	-1.4	-1.4	1.6
ABCB6 inh 2	97	106	100	114	101	89
NOD2-RIPK2 inh	-16	-4	-5	-14	4	-36
SRC2 inh	-8	6	-20	9	1	10
TLR9-MyD88 inh	-7	-9	5	-3	2	·
ABHD5-PLIN5 inh	2	7	0	-1	-2	13
N-glyco inh	3	-1	-4	2	-1	1
HTR2A ag	3	-1	0	2	-5	1

[13] CCCC(=O)N1CCC1(C)C(=O)Nc1cc(OC)ccc1OC (configuration not stated)
[14] C=CCNC(=O)c1c(N)n(-c2ccc3c(c2)OCO3)c2nc3ccccc3nc12
[15] Cc1cc2cc3c(cc2nc1SCC(=O)Nc1ccccc1)CCC3
[16] NC(=S)NNc1ccc(Cl)c(Cl)c1
[17] O=C(Nc1cc(S(=O)(=O)N2CCOCC2)ccc1O)c1ccc(S(=O)(=O)N2CCCCC2)cc1
[18] CC(=O)Nc1nc(C)c(Oc2ccccc2)c(=O)[nH]1

assay / entry	13	14	15	16	17	18
MC4R antag cAMP	-4	3	-14	-5	-2	9
H9c2 protect	5	-3	-8	2	-4	0
MC4R ag barr	0.1	8.7*	1.3	0.9	-1.3	-0.8
ABCB6 inh 2	100	97	97	94	95	98
NOD2-RIPK2 inh	1	-6	4	0	7	-14
SRC2 inh	·	4	18	3	-2	-15
TLR9-MyD88 inh	·	-8	-4	-2	-9	-3
ABHD5-PLIN5 inh	2	-2	7	-12	-5	6
N-glyco inh	1	8	6	-1	0	2
HTR2A ag	7	-3	1	1	0	2

[19] C=CCOC(=O)CSCC(NC(=O)OC(C)(C)C)C(=O)OCC (configuration not stated)
[20] COc1cc(OC)nc(Nc2nc(C(N)Cc3ccc(F)cc3)cs2)n1 (configuration not stated)
[21] CCOc1ccccc1N(CC(=O)NCc1ccco1)C(=O)CCC(=O)Nc1nccs1
[22] CCOc1cc(-c2nc(-c3ccncc3)no2)cc(OCC)c1OCC
[23] O=C1C=CC(=Nc2ccc3c(c2)C(=O)c2ccccc2-3)O1
[24] O=C(Cc1ccc(-n2c(=O)c3ccccc3n(CC(=O)Nc3ccc(F)cc3F)c2=O)cc1)NCc1ccco1

assay / entry	19	20	21	22	23	24
MC4R antag cAMP	6	-2	5	5	-1	13
H9c2 protect	6	-7	4	-3	0	-3
MC4R ag barr	-0.6	4.0	-3.1	0.8	-2.0	-2.7
ABCB6 inh 2	102	98	88	101	103	99
NOD2-RIPK2 inh	10	9	-5	-6	-7	5
SRC2 inh	31	36	-11	-1	-131	-27
TLR9-MyD88 inh	-1	·	-3	-12	-9	-6
ABHD5-PLIN5 inh	-1	-2	1	0	-1	-7
N-glyco inh	1	-5	-1	5	-1	0
HTR2A ag	7	-9	1	0	-4	-2

[25] COc1ccc(C(=O)Nc2nc(CC(=O)NCCc3ccccc3OC)cs2)cc1
[26] Cc1sc2c(c1C)CN(CCN1CCOCC1)CN2C(=O)c1ccccc1
[27] O=C(c1ccccc1)c1cc(-c2ccccn2)c(N2CCOCC2)s1
[28] CCSc1ncc(/C=N/Nc2ccccc2)n1C
[29] Cc1nc2scc(C)n2c(=O)c1S(=O)(=O)N1CCN(c2ccccn2)CC1
[30] Cc1ccc(-c2nc3cc(C)ccc3o2)cc1

assay / entry	25	26	27	28	29	30
MC4R antag cAMP	3	19	7	1	-1	8
H9c2 protect	-8	0	9	-13	-3	-36
MC4R ag barr	-1.3	-0.5	-1.1	-0.5	2.4	-0.8
ABCB6 inh 2	96	100	84	104	104	101
NOD2-RIPK2 inh	1	0	-5	2	-2	1
SRC2 inh	-42	-54	-18	-10	-22	-70
TLR9-MyD88 inh	-7	-1	-1	8	-9	2
ABHD5-PLIN5 inh	0	-2	6	-4	17	-7
N-glyco inh	-2	2	2	2	2	-16
HTR2A ag	3	-3	-2	-5	-9	3

[31] CCCN(Cc1cc2cccc(C)c2[nH]c1=O)S(C)(=O)=O
[32] O=C(c1cccc(S(=O)(=O)N2CCOCC2)c1)N1CCN(S(=O)(=O)c2cccc([N+](=O)[O-])c2)CC1
[33] Cc1[nH]nc2c1C(c1cccc(OC(=O)N3CCOCC3)c1)C(C#N)=C(N)O2 (configuration not stated)
[34] Cc1cc(NC(=O)C2CCN(S(=O)(=O)c3cccs3)CC2)no1
[35] Cc1cc(NC(=O)CSCC(=O)N2CCN(c3cccc(C(F)(F)F)c3)CC2)no1
[36] CCN(CC)S(=O)(=O)c1cc(NC(=O)COC(=O)c2c(C)noc2C)ccc1C

assay / entry	31	32	33	34	35	36
MC4R antag cAMP	3	-2	3	10	1	-4
H9c2 protect	5	0	4	8	-9	-16
MC4R ag barr	-1.0	-1.6	-0.9	0.7	0.1	-0.2
ABCB6 inh 2	100	97	96	93	96	97
NOD2-RIPK2 inh	-9	6	4	-11	3	-5
SRC2 inh	·	23	-11	8	5	4
TLR9-MyD88 inh	2	2	8	-4	-7	-11
ABHD5-PLIN5 inh	-5	0	4	-4	6	12
N-glyco inh	0	4	3	3	1	1
HTR2A ag	-1	-3	6	3	-10	6

[37] Clc1ccc(-c2noc(COc3ccccc3)n2)cc1
[38] CS(=O)(=O)N(CCc1ccccc1)CC(N)=O
[39] CSCCC(NC(=O)c1ccccc1)C(=O)N1CCN(C(=O)c2ccccc2)CC1 (configuration not stated)
[40] CCCC(=O)NC(=S)Nc1ccccc1N1CCOCC1
[41] CCc1ccc(NC(=O)C2CCCN(S(=O)(=O)c3c(C)[nH]c(=O)[nH]c3=O)C2)cc1 (configuration not stated)
[42] S=C1N(c2ccccc2)CN(CCN2CCOCC2)CN1c1ccccc1

assay / entry	37	38	39	40	41	42
MC4R antag cAMP	1	-1	5	6	17	6
H9c2 protect	-14	5	1	6	2	10
MC4R ag barr	3.4	-2.6	-0.8	-1.5	1.0	0.5
ABCB6 inh 2	95	100	100	101	101	96
NOD2-RIPK2 inh	-6	3	-15	5	-1	4
SRC2 inh	-9	-4	-10	-17	-18	-53
TLR9-MyD88 inh	-6	-3	-12	5	-3	·
ABHD5-PLIN5 inh	-11	-4	9	0	2	-5
N-glyco inh	0	-1	1	-1	1	0
HTR2A ag	-2	-3	-2	0	-4	4

Arranged by molar mass (ascending): 3 of the compounds above.
[38] CS(=O)(=O)N(CCc1ccccc1)CC(N)=O
[37] Clc1ccc(-c2noc(COc3ccccc3)n2)cc1
[39] CSCCC(NC(=O)c1ccccc1)C(=O)N1CCN(C(=O)c2ccccc2)CC1 (configuration not stated)

assay / entry	38	37	39
MC4R antag cAMP	-1	1	5
H9c2 protect	5	-14	1
MC4R ag barr	-2.6	3.4	-0.8
ABCB6 inh 2	100	95	100
NOD2-RIPK2 inh	3	-6	-15
SRC2 inh	-4	-9	-10
TLR9-MyD88 inh	-3	-6	-12
ABHD5-PLIN5 inh	-4	-11	9
N-glyco inh	-1	0	1
HTR2A ag	-3	-2	-2

(more compounds)
[43] O=C(Cn1cc([N+](=O)[O-])ccc1=O)NC1CCCCC1
[44] CCc1cc(=O)oc2c3c(cc(OCC(=O)NCCCC(=O)O)c12)OC(C)(C)CC3
[45] CC1CCN(c2c(NCc3ccc(C(=O)NCc4ccccc4)cc3)c(=O)c2=O)CC1
[46] O=C(Cc1ccccc1)N(c1ccc(F)cc1)C1C=CS(=O)(=O)C1 (configuration not stated)
[47] CC(C)C[C@@H](CO)N1CCN(Cc2cccnc2)CCC1=O
[48] COC(=O)C1=C(C)N(CCc2ccccc2)C(=O)C1(NS(=O)(=O)c1ccc(NC(C)=O)cc1)C(F)(F)F (configuration not stated)

assay / entry	43	44	45	46	47	48
MC4R antag cAMP	1	4	22	1	0	1
H9c2 protect	4	6	-7	3	8	3
MC4R ag barr	-0.5	-0.8	1.3	-0.1	2.6	-0.2
ABCB6 inh 2	98	97	97	100	106	99
NOD2-RIPK2 inh	-4	11	7	-1	-18	-6
SRC2 inh	-16	7	-4	11	-20	-8
TLR9-MyD88 inh	-11	1	1	-9	2	-6
ABHD5-PLIN5 inh	-7	7	-8	-2	3	-6
N-glyco inh	0	0	0	1	0	-2
HTR2A ag	5	-3	-7	3	10	-4

Screening data: PubChem BioAssay, several laboratories

A portion of the library. The share of hits here may be higher or lower than overall.
